OX1R FRET antag: antagonists of human orexin 1 receptor (OX1R) | Orexin/Hypocretin receptor type 1 (Homo sapiens), O43613 | OX1R-expressing cells, FRET antagonist read-out | inhibition, % at 6.6 µM | 330,000 tested, 1.8% active | AID 485270, 2010; in the data active = inhibition mostly above about 38%, no sharp cut-off; inactive = mostly below about 40%;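 note: 0% = agonist challenge alone and 100% = reference antagonist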
Target sequence (O43613 whole entry, looked up): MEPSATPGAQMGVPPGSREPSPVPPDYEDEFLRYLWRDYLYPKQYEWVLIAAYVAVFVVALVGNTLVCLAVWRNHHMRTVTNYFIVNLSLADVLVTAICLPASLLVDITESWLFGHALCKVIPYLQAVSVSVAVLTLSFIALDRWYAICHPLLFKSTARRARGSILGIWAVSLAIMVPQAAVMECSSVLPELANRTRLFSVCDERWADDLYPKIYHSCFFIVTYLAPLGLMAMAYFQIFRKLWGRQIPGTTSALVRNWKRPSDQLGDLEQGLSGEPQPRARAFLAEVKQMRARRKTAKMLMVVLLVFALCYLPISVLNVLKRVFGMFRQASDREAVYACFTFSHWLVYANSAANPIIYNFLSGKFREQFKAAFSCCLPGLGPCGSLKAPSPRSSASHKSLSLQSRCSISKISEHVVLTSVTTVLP
KCNQ2 block: KCNQ2 potassium channel inhibitors, primary screen, cell-based, CHO-K1, FluxOR thallium flux, B-score (AID 2156); 310,000 tested, 1.1% active; Potassium voltage-gated channel subfamily KQT member 2 (Rattus norvegicus), O88943; 20 min; stronger effect = lower value; B-score at 10 µM;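 active = fluorescence ratio B-score at most minus 3 library SDs, with starting brightness B-score within 2 library SDs, cut at about -5.5 in these data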
STK33 inh: inhibitors of purified STK33 kinase, primary screen, biochemical, ADP-Glo luminescence, homogeneous, cell-free. Serine/threonine-protein kinase 33 (Homo sapiens), Q9BYT3. inhibition, % at 10 µM. MBP phosphorylation. 320,000 tested, 0.073% active;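 active = inhibition at or above 25%, using the most active replicate where run in duplicate; inactive = inhibition below 25%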
Target sequence (Q9BYT3 whole entry, looked up): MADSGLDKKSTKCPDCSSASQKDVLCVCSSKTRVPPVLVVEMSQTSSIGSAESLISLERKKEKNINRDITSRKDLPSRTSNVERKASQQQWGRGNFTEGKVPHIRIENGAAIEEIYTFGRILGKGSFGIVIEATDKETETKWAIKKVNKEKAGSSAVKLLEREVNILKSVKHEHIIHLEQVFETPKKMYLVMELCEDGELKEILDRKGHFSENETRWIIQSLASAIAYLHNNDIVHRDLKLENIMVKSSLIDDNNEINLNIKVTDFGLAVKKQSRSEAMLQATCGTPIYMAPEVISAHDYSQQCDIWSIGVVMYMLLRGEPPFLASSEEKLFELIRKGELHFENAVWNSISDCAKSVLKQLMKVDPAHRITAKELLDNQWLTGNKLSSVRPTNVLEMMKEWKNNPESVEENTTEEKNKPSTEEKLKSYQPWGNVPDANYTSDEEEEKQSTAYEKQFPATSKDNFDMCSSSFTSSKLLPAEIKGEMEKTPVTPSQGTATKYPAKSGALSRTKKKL
An asterisk follows results filed as active; i = inactive; · = not tested or not shown.

A first look, 2 compounds:
OX1R FRET antag,KCNQ2 block,STK33 inh,SMILES
6,i,-0.5,Cc1ccc(C)n1-c1ncc(Br)cn1
9,i,0.2,COc1ccc(-n2c(CN3CCN(c4ccc(F)cc4)CC3)nc3ccc([N+](=O)[O-])cc3c2=O)c(OC)c1

This part in full, previewed entries included:
OX1R FRET antag,KCNQ2 block,STK33 inh,SMILES
6,i,-0.5,Cc1ccc(C)n1-c1ncc(Br)cn1
9,i,0.2,COc1ccc(-n2c(CN3CCN(c4ccc(F)cc4)CC3)nc3ccc([N+](=O)[O-])cc3c2=O)c(OC)c1
8,i,0.8,Cc1nnc(NC(=O)c2ccco2)s1
13,i,-1.2,O=C(CSc1n[nH]c(=O)[nH]c1=O)NCC1CCCCC1
·,i,3.1,O=C(O)C1Nc2c(cccc2C(F)(F)F)C2C=CCC12 (stereo not given)
19,i,-0.6,COc1cccc(NC(=O)CCc2c(C)nn(-c3ccc(N4CCOCC4)nn3)c2C)c1
4,i,-1.1,Clc1ccccc1C1CC(c2ccccc2)=Nc2ccccc2N1 (stereo not given)
25,i,0.2,COC(=O)c1ccc(NC(=O)c2ccc3c(c2)C(=O)N(Cc2cccnc2)C3=O)cc1
11,i,-3.1,CC1CN(C(=O)COc2ncnc3ccccc23)CC(C)O1 (stereo not given)
18,i,-0.7,O=C(NNC(=O)C1C2CCC(C2)C1C(=O)O)c1cccc(Cl)c1 (stereo not given)
24,i,-0.3,COc1cccc(-c2nc(-c3ccc(NC(=O)c4ccncc4)cc3)no2)c1
0,i,-1.6,COc1cc(-c2nnc3sc(-c4ccncc4)nn23)cc(OC)c1OC
20,i,-0.9,Cc1ccccc1NC(=S)Nn1cnnc1
0,·,-1.5,Cc1ccc(C(=O)Nc2c(C)n(C)n(-c3ccccc3)c2=O)cc1S(=O)(=O)N1CCCCC1
3,i,-1.2,O=C(Nc1scc(-c2ccccc2)c1C(=O)O)c1ccccc1Cl
20,i,-2.0,Cc1c(C=O)n(C)n(-c2ccccc2)c1=O
-4,i,1.0,COc1cc(C(=O)NCCC(=O)NC2CCC(C)CC2)cc(OC)c1OC (stereo not given)
17,i,0.1,Cc1nccn1CC(O)COC1CCCCC1 (stereo not given)
10,i,-0.8,CC(=O)c1cc2c(cc1NS(=O)(=O)c1ccc3c(c1)OCCO3)OCO2
12,i,0.8,COc1cc(OC)cc(C(=O)NCc2cccnc2)c1
8,i,-2.2,Cc1onc(-c2ccccc2Cl)c1C(=O)N1CCC(Cc2ccccc2)CC1
13,i,6.9,CC(C)CCN1CCN(Cc2ccc(C#CC(C)(C)O)s2)CC1CCO (stereo not given)
3,i,0.1,N#C/C(=C(\O)Cc1ccccc1)c1nc2ccccc2[nH]1
30,i,1.0,Cc1ccc(S(=O)(=O)NCc2ccncc2)cc1
74*,i,-0.4,CC(C)n1c(-c2ccco2)csc1=Nc1cccnc1
15,i,14,O=C(NCC1CCCO1)C1CCN(S(=O)(=O)c2cc(Cl)ccc2Cl)CC1 (stereo not given)
14,i,0.0,O=C(Nc1cccc(Cl)c1)N1CCN(Cc2ccccc2)CC1
-5,i,-1.7,COc1cc(CN2CCNC(=O)C2CC(=O)N2CCCCO2)cc(OC)c1 (stereo not given)
9,i,0.0,Cc1ccccc1C(=O)N1CCN(c2ccc([N+](=O)[O-])c(NCc3ccco3)c2)CC1
43,i,1.2,CCn1cc(-c2ccnc3cc(C(=O)O)nn23)c(C)n1
30,i,0.7,CCC1Oc2ccccc2N(CC(=O)NCCc2ccc(OC)c(OC)c2)C1=O (stereo not given)
71*,i,-2.2,CCOC(=O)CCCNc1ccc([N+](=O)[O-])cc1[N+](=O)[O-]
12,i,-0.6,COc1ccccc1NC(=O)CSc1nc(N)c(C#N)cc1C#N
24,i,-0.1,CCc1cc2c(=O)n(C(C)C(=O)OC3CCCCC3)cnc2s1 (stereo not given)
-1,i,1.1,c1ccc(Cc2nnc3n2CCCCC3)cc1
12,i,-1.8,CC(C)n1c(N2CCN(C(=O)N3CCCCC3)CC2)nc2ccccc21
15,i,0.1,Brc1csc2ncccc12
5,i,-1.8,CC(C)c1[nH]nc2c1C(c1cccnc1)C(C#N)=C(N)O2 (stereo not given)
12,i,0.0,CN(C)c1cccc(C(=O)Nc2cccc(F)c2)c1
8,i,-0.9,O=C(CSc1nc2ccccc2[nH]1)NCCCn1ccnc1

Shown in CSV form: part of the list above
compound,OX1R FRET antag,KCNQ2 block,STK33 inh
Cc1ccc(C)n1-c1ncc(Br)cn1,6,i,-0.5
COc1ccc(-n2c(CN3CCN(c4ccc(F)cc4)CC3)nc3ccc([N+](=O)[O-])cc3c2=O)c(OC)c1,9,i,0.2
Cc1nnc(NC(=O)c2ccco2)s1,8,i,0.8
O=C(CSc1n[nH]c(=O)[nH]c1=O)NCC1CCCCC1,13,i,-1.2
O=C(O)C1Nc2c(cccc2C(F)(F)F)C2C=CCC12 (stereo not given),·,i,3.1
COc1cccc(NC(=O)CCc2c(C)nn(-c3ccc(N4CCOCC4)nn3)c2C)c1,19,i,-0.6
Clc1ccccc1C1CC(c2ccccc2)=Nc2ccccc2N1 (stereo not given),4,i,-1.1
COC(=O)c1ccc(NC(=O)c2ccc3c(c2)C(=O)N(Cc2cccnc2)C3=O)cc1,25,i,0.2
CC1CN(C(=O)COc2ncnc3ccccc23)CC(C)O1 (stereo not given),11,i,-3.1
O=C(NNC(=O)C1C2CCC(C2)C1C(=O)O)c1cccc(Cl)c1 (stereo not given),18,i,-0.7
COc1cccc(-c2nc(-c3ccc(NC(=O)c4ccncc4)cc3)no2)c1,24,i,-0.3
COc1cc(-c2nnc3sc(-c4ccncc4)nn23)cc(OC)c1OC,0,i,-1.6
Cc1ccccc1NC(=S)Nn1cnnc1,20,i,-0.9
Cc1ccc(C(=O)Nc2c(C)n(C)n(-c3ccccc3)c2=O)cc1S(=O)(=O)N1CCCCC1,0,·,-1.5
O=C(Nc1scc(-c2ccccc2)c1C(=O)O)c1ccccc1Cl,3,i,-1.2

(next part)
OX1R FRET antag,KCNQ2 block,STK33 inh,SMILES
24,i,·,CCCCN=C1CC(C)(C)CC(=O)/C1=C(/O)CCCN1C(=O)c2ccccc2C1=O
8,·,-0.3,CC(CCc1ccccc1)NC(=O)COC(=O)C(CCC(N)=O)NC(=O)c1ccc(F)cc1 (stereo not given)
5,·,0.8,O=C(COC(=O)CNC(=O)C1CCCCC1)Nc1ccccc1Cl
85*,i,-1.7,Cc1c(C)n(C)c2ccc(C(=O)Nc3cccc4ccccc34)cc12
14,i,-0.5,N#CC(=C=[N-])c1nc2ccccc2nc1-[n+]1cccc(NC(=O)c2cccs2)c1
5,i,-0.7,CC(=O)C(/C=N/c1cc(-c2ccc(C)cc2)nn1-c1ccccc1)=C(\C)O
7,i,-1.1,CC(C)CCN1C(=O)c2ccc(C(=O)Nc3c[nH]c(=O)[nH]c3=O)cc2C1=O
6,·,0.1,CCCn1c(SCC(=O)N(C)C2CCS(=O)(=O)C2)nc2sc3c(c2c1=O)CCC3 (stereo not given)
23,i,0.6,COc1ccc(-n2c(=O)[nH]cc(C(=O)Nc3ccc4c(c3)OCO4)c2=O)cc1OC
8,i,-2.3,CCOC(=O)C1(CCCc2ccccc2)CCN(Cc2cnc(C)s2)CC1
2,i,-0.6,CCN1CCN(CC(=O)Nc2cccc(C)c2C)C(=O)C1=O
2,i,0.2,CC1CN(C(=O)/C=C/c2ccc(SC(F)F)cc2)CC(C)O1 (stereo not given)
10,i,-0.5,CCC(C)[C@H](NC(=O)[C@@H]1CSC2c3ccccc3C(=O)N21)C(=O)NCC1CCCO1 (stereo not given in full)
24,i,-0.6,COc1cccc(C2C(C#N)=C(N)Oc3cc(C)n(Cc4ccccn4)c(=O)c32)c1OC (stereo not given)
4,i,-0.2,COc1ccc(OCCCC(=O)NNC(=O)c2ccncc2)cc1
-3,·,0.3,O=C(c1ccc(Cl)cc1)N1CCC(C(=O)N2CCN(c3ncccn3)CC2)CC1
5,i,0.0,CC1(C)CC(N2CCCC2)=CC(=[N+]2CCCCCC2)C1
9,i,0.0,CCC(C)N(C)C1CCN(C(=S)Nc2cccc(SC)c2)CC1 (stereo not given)
13,i,-1.8,CCC1(c2ccccc2)NC(=O)N(CC(=O)Nc2ccccc2N2CCCCC2)C1=O (stereo not given)
3,i,-1.9,CCNC1CCS(=O)(=O)C1 (stereo not given)
19,i,0.5,CCN(CCn1cccn1)Cc1c(C(=O)N2CCCCCCC2)nc2ccc(Cl)cn12
25,i,-1.1,O=C(Cc1n[nH]c(=O)c2ccccc12)OCC(=O)c1ccc2c(c1)OCCO2
·,i,-1.4,COCCN(C(=O)Cc1ccc(OC)c(OC)c1)c1nc(-c2cc(OC)ccc2OC)cs1
12,i,0.2,C/C(CC(=O)Nc1ccc(F)cc1)=N\NC(=O)COc1ccccc1
16,i,-1.5,CC(C)(CNC(=O)c1ccc(Cl)c(S(=O)(=O)N2CCc3ccccc3C2)c1)N1CCOCC1
4,i,-0.3,Nc1cccnc1S(=O)(=O)c1ccccc1
8,i,-1.5,CCOc1ncccc1C(=O)OCC(=O)N1CCc2ccccc21
17,i,0.3,COc1ccc(Br)cc1C(=O)Nc1ccc(C(=O)O)cc1
31,i,0.0,O=C(CSc1nnc(SCc2cccc3ccccc23)s1)Nc1ccc(C(=O)O)cc1
18,i,0.1,O=C(O)c1ccc(S(=O)(=O)N2CCC(Cc3ccccc3)CC2)cc1
14,i,-0.3,CCn1cc(S(=O)(=O)NC(C)c2cc(OC)ccc2OC)cn1 (stereo not given)
17,i,1.7,Cc1c(C(=N)C(C#N)C#N)c(=N)oc2c1ccc1ccccc12
13,i,0.3,COc1ccc(C2C(C(=O)Nc3cccc(C)n3)CCC(=O)N2c2ccc(OC)cc2)cc1 (stereo not given)
13,i,-0.4,CCc1c(O)nc(SCC(=O)Nc2ccccc2)n(-c2ccccc2)c1=O
40,i,·,CN1CCN(Cc2ccc(Sc3ccc(Cl)cc3)c([N+](=O)[O-])c2)CC1
4,i,-1.3,COc1cccc(CN2CCNC(=O)C2CC(=O)O)c1OC (stereo not given)
6,·,-0.8,CC(C)N(C(=O)CN1CCN(C(=O)C2COc3ccccc3O2)CC1)C(C)C (stereo not given)
31,i,0.2,CCOc1ccc(OCCC(=O)OCC(=O)Nc2cc(C)nn2-c2ccccc2)cc1
22,i,-1.9,CCOc1[nH]n(-c2ccc(Cl)cc2)c(=O)c1C=Nc1ccc(Cl)cc1
13,i,-1.4,CC(=O)c1cccc(NC(=O)C(C)OC(=O)c2cccc(-n3cnnn3)c2)c1 (stereo not given)
23,·,-1.9,COc1ccc([C@@H]2CC=C(C(=O)O)[C@H](c3ccc(F)cc3)N2S(=O)(=O)c2ccc(C)cc2)cc1OC
16,i,0.6,CC1CCCCN1Cc1c(O)ccc2c(=O)c(-c3nc4ccccc4s3)coc12 (stereo not given)
5,·,-2.3,CC(=O)c1cccc(OCC(=O)Nc2ccccc2N2CCOCC2)c1
10,i,-0.3,O=C(O)Cn1nnnc1SCC(=O)Nc1ccccc1F
-1,i,0.6,Cc1ccc(C)c(-c2csc(Nc3ncccn3)n2)c1
23,i,-2.0,O=C(Nc1cc(Cl)ccn1)C1CCN(S(=O)(=O)c2cccs2)CC1
34,i,-0.2,CCOc1ccc2nc(C)cc(Nc3cccc([N+](=O)[O-])c3)c2c1
8,-7*,-0.1,CC(C)(C)c1ccc(C(=O)Nc2ccc(O)c3c(=O)cc(-c4ccccc4Cl)oc23)cc1
-3,i,-1.1,CCC(=O)Nc1ccc(NC(=O)CCc2ccccc2)cn1
·,i,-0.8,CCC1CN(C(=O)NCc2cccc(OC)c2)c2cc(Cl)ccc2O1 (stereo not given)
30,·,-0.4,CCn1c(SCC(=O)Nc2ccccc2F)nc2c(c1=O)SC(C)C2 (stereo not given)
12,i,0.9,CC1CCc2c(C(=O)NCc3ccccn3)csc2C1 (stereo not given)
13,i,-1.2,Cc1cc(N2C(=O)C(=O)/C(=C(/O)c3ccccc3)C2c2cccc(Br)c2)no1 (stereo not given)
2,·,0.6,COc1ccc(/C=C/C(=O)NNC(=O)c2ccncc2)c(OC)c1
29,i,-1.2,COc1ccc(C)cc1S(=O)(=O)N(CC(=O)Nc1cccc([N+](=O)[O-])c1)c1ccccc1
19,i,-2.2,O=C(O)c1ccccc1-c1ncc(-c2ccccc2)o1
30,i,-1.0,Cc1ccc(S(=O)(=O)NNC(=O)CCC(=O)Nc2ccc(C)c(C)c2)cc1
·,i,-0.7,COc1cccc(C=O)c1OCCN1C(=O)c2ccccc2C1=O
13,i,-0.1,Clc1ccc(SCCCN2CCCCC2)cc1
11,i,-2.5,COc1cc(Cl)ccc1OCc1cc(C(=O)N2C[C@@H]3CCC[C@H]2C3)no1

(list continues)
OX1R FRET antag,KCNQ2 block,STK33 inh,SMILES
25,i,-1.6,Cc1ccc(-n2cccn2)c(CN2CCCC(CNC(=O)c3ccc(F)cc3)C2)c1 (stereo not given)
13,i,1.3,CN(c1ccccc1)S(=O)(=O)c1cccc(NC(=O)CSc2n[nH]c(N)n2)c1
21,i,-0.3,Cc1cc(C(F)F)nn1CC(=O)NC1CCCC1
24,i,·,CN(CC(=O)Nc1cccc(F)c1)C(=O)CCCc1nc2ccccc2c(=O)[nH]1
30,i,-0.4,CCN(CC)c1ccc(NC(=O)Nc2cccc3ccccc23)cc1
5,i,-0.5,COCCNC(=O)c1c[nH]n2c(=O)cc(C3CCN(C(=O)OC(C)(C)C)CC3)nc12
7,i,0.0,Cc1ccc(-c2nn(C)c(=O)c3ccccc23)cc1S(=O)(=O)N1CCOCC1
18,i,-4.0,O=C1/C(=C/c2cccc(O)c2)SC(=S)N1CC1CCCO1 (stereo not given)
25,i,-0.9,O=C(Nc1ccc(Br)cc1)N1CCCCCCC1
21,i,-1.9,CC(Oc1ccccc1)C(=O)N1CCN(c2ccc(N3CCCCCC3)nn2)CC1 (stereo not given)
-6,i,-0.1,c1csc(CSc2nc3ccccc3s2)c1

Source: PubChem
